NCI-60 one-dose screen, 48 h, at 10 µM unless noted. Numbers give growth in % (100 = growth as untreated, 0 = no growth, -100 = all killed).
OVCAR-5: OVCAR-5 ovarian cancer | AID 1794783 | 82,000 compounds, 2.9% hits
DU-145: DU-145 prostate cancer; 81,000 compounds, 4.2% hits; AID 1794760
NCI/ADR-RES: NCI/ADR-RES ovarian cells; 81,000 compounds, 4.4% hits; AID 1794790
OVCAR-3: OVCAR-3 ovarian cancer; 79,000 compounds, 7% hits
IGROV1: IGROV1 ovarian cancer. AID 1794786. 79,000 compounds, 4.7% hits
OVCAR-4: OVCAR-4 ovarian cancer cells. 80,000 compounds, 3.7% hits. AID 1794784
SK-OV-3: SK-OV-3 ovarian cancer cells | 80,000 compounds, 3.2% hits
OVCAR-8: OVCAR-8 ovarian cancer. 81,000 compounds, 4.4% hits
* hit, by the source's call; & = joins results of further samples. Rule for the calls: active = growth percent below 10; inactive = the rest.

How did Cc1cc2nc(CC(=O)c3ccc4ccccc4c3)c(=O)[nH]c2cc1C do in these assays?
OVCAR-5: 106; DU-145: 107; NCI/ADR-RES: 96; OVCAR-3: 99; IGROV1: 103; OVCAR-4: 93; SK-OV-3: 105; OVCAR-8: 96

How did Clc1ccc(-c2cc(C(Cl)Cl)no2)cc1 do in these assays?
OVCAR-5: 113; DU-145: 108; NCI/ADR-RES: 104; OVCAR-3: 108; IGROV1: 109; OVCAR-4: 105; SK-OV-3: 113; OVCAR-8: 116

What do the screens show for `N#CC(c1ccc(Cl)cc1)c1cccc(Cl)n1` (stereo not drawn)?
OVCAR-5: 101; DU-145: 106; NCI/ADR-RES: 105; OVCAR-3: 108; IGROV1: 103; OVCAR-4: 91; SK-OV-3: 92; OVCAR-8: 93

How did COc1ccc(-c2nc3ccccc3n2CC(=O)N=Nc2c(O)[nH]c3ccccc23)cc1 do in these assays?
OVCAR-5: 112; DU-145: 103; NCI/ADR-RES: 91; OVCAR-3: 119; IGROV1: 101; OVCAR-4: 93; SK-OV-3: 145; OVCAR-8: 96

What do the screens show for `O=C(NCCN1CCOCC1)c1ccc(-c2nc3ccc4[nH]ncc4c3c3c2C2CCC3C2)cc1` (stereo not drawn)?
OVCAR-5: 101; DU-145: 102; NCI/ADR-RES: 108; OVCAR-3: 103; IGROV1: 106; OVCAR-4: 95; SK-OV-3: 113; OVCAR-8: 102

How did NC1CCN(Cc2ccccc2)CC1 do in these assays?
OVCAR-5: 109; DU-145: 113; NCI/ADR-RES: 104; OVCAR-3: 114; IGROV1: 103; OVCAR-4: 110; SK-OV-3: 96; OVCAR-8: 91

How did CO[C@H](/C(C)=C/C=C\[C@@H]1C(C)=C[C@@H]2C[C@H](O)CC(=O)[C@@H]2[C@H]1/C=C(C)/C=C/[C@@H](C)NC(=O)[C@H](C)C/C=C/C[C@@H](O)Cc1ccc(O)cc1)[C@@H](C)C(=O)O do in these assays?
OVCAR-5: 111; DU-145: 106; NCI/ADR-RES: 97; OVCAR-3: 109; IGROV1: 98; OVCAR-4: 96; SK-OV-3: 98; OVCAR-8: 100

What do the screens show for `COc1ccc2c(c1)C(C)Cc1c(Cl)nc(C)nc1N2C` (stereo not drawn)?
OVCAR-5: 56; DU-145: 34; NCI/ADR-RES: 4.7*; OVCAR-3: 6.2*; IGROV1: 56; OVCAR-4: 55; SK-OV-3: 19; OVCAR-8: 24

Results for CC1=C(C(=O)n2c3ccccc3c3ccccc32)C(c2ccc(O)cc2)C(C(=O)n2c3ccccc3c3ccccc32)=C(C)N1 ?
OVCAR-5: 99; DU-145: 104; NCI/ADR-RES: 97; OVCAR-3: 91; IGROV1: 88; OVCAR-4: 103; SK-OV-3: 98; OVCAR-8: 100

Results for COc1ccc(CCN2CC(=O)NC(=O)C2)cc1OC ?
OVCAR-5: 108; DU-145: 108; NCI/ADR-RES: 102; OVCAR-3: 107; IGROV1: 108; OVCAR-4: 93; SK-OV-3: 101; OVCAR-8: 99

How did O=C1c2cc3c(cc2-c2c1c1cc(F)c(F)cc1c(=O)n2C[C@H](O)CO)OCO3 do in these assays?
OVCAR-5: 4.1*; DU-145: 2.0*; NCI/ADR-RES: -17*; OVCAR-3: -8.1*; IGROV1: 8.4*; OVCAR-4: 7.9*; SK-OV-3: -5.0*; OVCAR-8: 4.4*

How did COc1ccc(-c2nc3ccc(Cc4ccc5nc(-c6ccc(OC)cc6)[nH]c5c4)cc3[nH]2)cc1 do in these assays?
OVCAR-5: 91; DU-145: 65; OVCAR-3: -22*; IGROV1: -17*; OVCAR-4: 11; SK-OV-3: 97; OVCAR-8: 15

How did CCN(CC)CCNC(=O)c1cc(Cl)c(N)c(C(C#N)=C(C#N)C#N)c1OC do in these assays?
OVCAR-5: 106; DU-145: 104; NCI/ADR-RES: 107; OVCAR-3: 104; IGROV1: 100; OVCAR-4: 110; SK-OV-3: 108; OVCAR-8: 105

How did COc1ccc(-c2nn(C(=O)c3cc(OC)c(OC)c(OC)c3)cc2N)cc1 do in these assays?
OVCAR-5: 105; DU-145: 95; NCI/ADR-RES: 96; OVCAR-3: 89; IGROV1: 87; OVCAR-4: 73; SK-OV-3: 105; OVCAR-8: 91

What do the screens show for `Nc1cc(C(=O)NC=Nc2ccc(OC(F)F)c(OCc3ccccc3)c2)nn1CC(O)c1ccccc1` (stereo not drawn)?
OVCAR-5: 106; DU-145: 110; NCI/ADR-RES: 105; IGROV1: 109; OVCAR-4: 103; SK-OV-3: 108; OVCAR-8: 101

Results for C=C1C(=O)O[C@H]2[C@H]1CC/C(COC(=O)CSCSCC(=O)OC/C1=C/CC[C@@]3(C)O[C@H]3[C@H]3OC(=O)C(=C)[C@@H]3CC1)=C\CC[C@@]1(C)O[C@@H]21 ?
OVCAR-5: 30; DU-145: 28; NCI/ADR-RES: 62; OVCAR-3: -21*; IGROV1: 1.0*; OVCAR-4: 50; SK-OV-3: 104; OVCAR-8: 6.0*

What do the screens show for `COC1=CC2C=C(C3N(c4ccccc4)NC(=O)[C@@H]4CCCN34)C(=O)NC2C=C1` (stereo partly drawn)?
OVCAR-5: 107; DU-145: 112; NCI/ADR-RES: 101; OVCAR-3: 104; IGROV1: 105; OVCAR-4: 97; SK-OV-3: 104; OVCAR-8: 110

What do the screens show for `Cc1cc2c(-c3nc4ccccn4c3NC3CCCCC3)c(O)c(O)cc2c(O)c1-c1c(C)cc2c(-c3nc4ccccn4c3NC3CCCCC3)c(O)c(O)cc2c1O`?
OVCAR-5: 34; DU-145: 32; NCI/ADR-RES: 72; OVCAR-3: 32; IGROV1: 36; OVCAR-4: 27; SK-OV-3: 42; OVCAR-8: 34

Results for O=C(Nc1cccc(Cl)c1)OCCOC(=O)Nc1cccc(Cl)c1 ?
OVCAR-5: 83; DU-145: 98; NCI/ADR-RES: 86; OVCAR-3: 97; IGROV1: 67; OVCAR-4: 79; SK-OV-3: 88; OVCAR-8: 88

Results for N#CC1=C2NCCCNc3oc(nc3C#N)Cc3ccccc3CC(=N1)O2 ?
OVCAR-5: 102; DU-145: 99; NCI/ADR-RES: 98; IGROV1: 93; OVCAR-4: 95; SK-OV-3: 102; OVCAR-8: 97

A draw from above in order of formula weight, low to high:
Results for COc1ccc(CCN2CC(=O)NC(=O)C2)cc1OC ?
OVCAR-5: 108; DU-145: 108; NCI/ADR-RES: 102; OVCAR-3: 107; IGROV1: 108; OVCAR-4: 93; SK-OV-3: 101; OVCAR-8: 99

What do the screens show for `Nc1cc(C(=O)NC=Nc2ccc(OC(F)F)c(OCc3ccccc3)c2)nn1CC(O)c1ccccc1` (stereo not drawn)?
OVCAR-5: 106; DU-145: 110; NCI/ADR-RES: 105; IGROV1: 109; OVCAR-4: 103; SK-OV-3: 108; OVCAR-8: 101

How did CO[C@H](/C(C)=C/C=C\[C@@H]1C(C)=C[C@@H]2C[C@H](O)CC(=O)[C@@H]2[C@H]1/C=C(C)/C=C/[C@@H](C)NC(=O)[C@H](C)C/C=C/C[C@@H](O)Cc1ccc(O)cc1)[C@@H](C)C(=O)O do in these assays?
OVCAR-5: 111; DU-145: 106; NCI/ADR-RES: 97; OVCAR-3: 109; IGROV1: 98; OVCAR-4: 96; SK-OV-3: 98; OVCAR-8: 100

Looked up by structure from above:
What do the screens show for `COC1=CC2C=C(C3N(c4ccccc4)NC(=O)[C@@H]4CCCN34)C(=O)NC2C=C1` (stereo partly drawn)?
OVCAR-5: 107; DU-145: 112; NCI/ADR-RES: 101; OVCAR-3: 104; IGROV1: 105; OVCAR-4: 97; SK-OV-3: 104; OVCAR-8: 110

Results for N#CC1=C2NCCCNc3oc(nc3C#N)Cc3ccccc3CC(=N1)O2 ?
OVCAR-5: 102; DU-145: 99; NCI/ADR-RES: 98; IGROV1: 93; OVCAR-4: 95; SK-OV-3: 102; OVCAR-8: 97

Returning to the listing with the two entries that preceded the break.
Results for O=C(Nc1cccc(Cl)c1)OCCOC(=O)Nc1cccc(Cl)c1 ?
OVCAR-5: 83; DU-145: 98; NCI/ADR-RES: 86; OVCAR-3: 97; IGROV1: 67; OVCAR-4: 79; SK-OV-3: 88; OVCAR-8: 88

Results for N#CC1=C2NCCCNc3oc(nc3C#N)Cc3ccccc3CC(=N1)O2 ?
OVCAR-5: 102; DU-145: 99; NCI/ADR-RES: 98; IGROV1: 93; OVCAR-4: 95; SK-OV-3: 102; OVCAR-8: 97

What do the screens show for `c1cc2c3c(c1)CCC3CCC2` (stereo not drawn)?
OVCAR-5: 103; DU-145: 118; NCI/ADR-RES: 110; OVCAR-3: 116; IGROV1: 105; OVCAR-4: 105; SK-OV-3: 106; OVCAR-8: 103

Results for CC(=O)N[C@H](C(=O)N[C@H](Cc1ccccc1)C(=O)N[C@H](CS)C(=O)N[C@H](CCCN=C(N)N)C(=O)N[C@H](CCCN=C(N)N)C(=O)N[C@H](CCCN=C(N)N)C(=O)N[C@H](CCCN=C(N)N)C(N)=O)[C@@H](C)O ?
OVCAR-5: 110; DU-145: 112; NCI/ADR-RES: 111; OVCAR-3: 111; IGROV1: 116; OVCAR-4: 108; SK-OV-3: 108; OVCAR-8: 109

Results for CC1=C[C@H]2C[C@H](C)[C@H]3CC[C@H](C)C4=C3[C@@](O)(OC4=O)[C@@]2(C)C1 ?
OVCAR-5: 93; DU-145: 103; NCI/ADR-RES: 98; OVCAR-3: 103; IGROV1: 93; OVCAR-4: 108; SK-OV-3: 98; OVCAR-8: 101

What do the screens show for `COc1ccc(Nc2csc(Nc3cnccn3)n2)cc1`?
OVCAR-5: 98; DU-145: 108; NCI/ADR-RES: 104; OVCAR-3: 106; IGROV1: 97; OVCAR-4: 107; SK-OV-3: 107; OVCAR-8: 101

Results for C=CCn1c(SCC(=O)Nc2ccc(C(=O)/C=C/c3ccccc3)cc2)nnc1-c1ccc(OC)c(OC)c1 ?
OVCAR-5: 108; DU-145: 90; NCI/ADR-RES: 80; OVCAR-3: 78; IGROV1: 82; OVCAR-4: 72; SK-OV-3: 93; OVCAR-8: 79

How did COc1ccc2cc(OC)ccc2c1 do in these assays?
OVCAR-5: 102; DU-145: 103; NCI/ADR-RES: 98; OVCAR-3: 108; IGROV1: 110; OVCAR-8: 102

What do the screens show for `COc1c2c(c(OC)c3c1OC(=O)CC3c1coc3ccccc3c1=O)OCO2` (stereo not drawn)?
OVCAR-5: 97; DU-145: 108; NCI/ADR-RES: 109; OVCAR-3: 109; IGROV1: 103; OVCAR-4: 103; SK-OV-3: 96; OVCAR-8: 99

What do the screens show for `CC(=O)Nc1ccc(-n2cnc3cc(-c4ccc(O)cc4)ccc32)c(C)c1`?
OVCAR-5: 85; DU-145: 86; NCI/ADR-RES: 79; OVCAR-3: 76; IGROV1: 104; OVCAR-4: 72; SK-OV-3: 82; OVCAR-8: 84

How did C#CCN do in these assays?
OVCAR-5: 104; DU-145: 118; NCI/ADR-RES: 108; OVCAR-3: 120; IGROV1: 105; OVCAR-4: 100; SK-OV-3: 107; OVCAR-8: 102

What do the screens show for `N#C/C(=C\c1ccc(-c2ccc(F)cc2)o1)c1ccccc1`?
OVCAR-5: 93; DU-145: 102; NCI/ADR-RES: 100; OVCAR-3: 95; IGROV1: 53; OVCAR-4: 81; SK-OV-3: 89; OVCAR-8: 98

What do the screens show for `C=CN1CCCC1=O`?
OVCAR-5: 99&102; DU-145: 102&119; NCI/ADR-RES: 103&101; OVCAR-3: 127&114; IGROV1: 109&141; OVCAR-4: 102&99; SK-OV-3: 107&98; OVCAR-8: 115&91

What do the screens show for `Cc1nc2n[nH]c(N)c2nc1C`?
OVCAR-5: 102; DU-145: 119; NCI/ADR-RES: 103; OVCAR-3: 104; IGROV1: 98; OVCAR-4: 106; SK-OV-3: 104; OVCAR-8: 95

What do the screens show for `N#Cc1ccc2nc[nH]c2c1`?
OVCAR-5: 108; DU-145: 101; NCI/ADR-RES: 110; OVCAR-3: 102; IGROV1: 115; OVCAR-4: 109; SK-OV-3: 109; OVCAR-8: 104

Results for CC1CCCCN1S(=O)(=O)c1ccc(CN=C=S)cc1 (stereo not drawn) ?
OVCAR-5: 93; DU-145: 64; NCI/ADR-RES: 102; OVCAR-3: -56*; IGROV1: 61; OVCAR-4: 100; OVCAR-8: 79

How did OCC[C@@H]1C[C@@H]1c1cc2ccccc2s1 do in these assays?
OVCAR-5: 99; DU-145: 107; NCI/ADR-RES: 103; OVCAR-3: 107; OVCAR-4: 89; SK-OV-3: 101; OVCAR-8: 105

How did O=C(O)CN(Cc1ccccc1)Cc1ccccc1 do in these assays?
OVCAR-5: 103; NCI/ADR-RES: 102; OVCAR-3: 108; IGROV1: 94; OVCAR-4: 115; SK-OV-3: 101; OVCAR-8: 104

How did NS(=O)(=O)Oc1cccc(-c2nc3sccn3c2-c2ccncn2)c1 do in these assays?
OVCAR-5: 135; DU-145: 109; NCI/ADR-RES: 110; OVCAR-3: 115; IGROV1: 98; OVCAR-4: 112; SK-OV-3: 104; OVCAR-8: 103

What do the screens show for `COc1ccc(-c2nn(-c3ccc(NC(=O)c4cc(Cl)cc(Cl)c4)cc3)cc2-c2ccncc2)cc1Cl`?
OVCAR-5: 65; DU-145: 77; NCI/ADR-RES: 70; OVCAR-3: 64; IGROV1: 85; OVCAR-4: 90; SK-OV-3: 86; OVCAR-8: 77

What do the screens show for `N=C1C(c2nc3ccccc3s2)=C(O)CN1c1cccc(C(=O)O)c1`?
DU-145: 118; OVCAR-3: 126; OVCAR-4: 121; SK-OV-3: 121; OVCAR-8: 86

Assay outcomes deposited in PubChem BioAssay by NCI.
